VHR inh color – VHR1 (DUSP3) phosphatase inhibition | 50,000 compounds, 0.7% hits | inhibition, % at 20 µM | recombinant VHR phosphatase, colorimetric substrate read-out; in the data active means inhibition above about 60%; further: some results filed as inactive read as strong as hits
Target sequence (P51452 whole entry, looked up): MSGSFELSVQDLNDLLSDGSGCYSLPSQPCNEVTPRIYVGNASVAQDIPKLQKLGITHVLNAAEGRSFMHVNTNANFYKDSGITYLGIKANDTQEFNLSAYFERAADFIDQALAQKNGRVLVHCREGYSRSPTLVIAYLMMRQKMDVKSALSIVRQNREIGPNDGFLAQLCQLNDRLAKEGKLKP
* hit, by the source's call.

SMILES	VHR inh color
O=C(O)c1ccccc1C(=O)N1CCN(C(=O)c2ccccc2C(=O)O)CC1	15
CCc1ccc2oc(-c3cccc(NC(=O)/C=C/c4cccc([N+](=O)[O-])c4)c3)nc2c1	5
Cc1ccc(C(=O)Nc2ccc(S(=O)(=O)N=C(N)N)cc2)cc1	-30
CCCOc1ccc(C(=O)NCCN2CCOCC2)c(O)c1	3
CC(C)Cn1nc(-c2ccccc2)c2ccccc2c1=O	-7
Cc1sc2nc(SC/C=C/c3ccccc3)n(-c3ccccc3)c(=O)c2c1C	19
Cc1ccc(N(CC(=O)Nc2ccc3ccccc3c2)S(C)(=O)=O)cc1Cl	-4
O=C(Nc1cccnc1)c1cccc(C(=O)Nc2cccnc2)n1	2
CC(COc1ccccc1)NC(=O)c1nn2c(C(F)(F)F)cc(-c3ccccc3)nc2c1Br (stereo not drawn)	-20
O=C1Nc2ccccc2/C1=c1/sc2n(c1=O)CCN=2	-8
Cc1ccc(NC(=O)c2ccc(C(=O)N(C(C)C)C(C)C)cc2)cc1	8
CC(C)(C)C1CCc2c(sc(NC(=O)/C=C/c3ccco3)c2C(N)=O)C1 (stereo not drawn)	2
COC(=O)C1=C(C)N(c2cccc(C)c2)C(=O)/C1=C\c1ccc(C(=O)O)cc1	0
O=C(NCc1ccccc1)C1CC(=O)N(c2ccc(F)cc2)C1 (stereo not drawn)	-14
O=C(NC(=S)Nc1cccc(SC(F)(F)C(F)(F)C(F)(F)F)c1)c1cccs1	-14
Cc1cc(Nc2cccc(C(=O)O)c2)n2ncnc2n1	6
CCC1CCc2c(sc(N)c2C#N)C1 (stereo not drawn)	-16
O=C(NCCNC(=O)c1c(O)c2ccccc2oc1=O)c1ccccc1	7
COc1ccc(Cl)cc1NC(=O)c1cccc(F)c1	0
CC(Oc1cccc(Cl)c1)C(=O)NCc1ccncc1 (stereo not drawn)	-2
Cc1ccc(NC(=O)CN(c2ccc(Cl)cc2)S(C)(=O)=O)cc1C	-12
COc1ccc(C(=O)N2CCN(C(=O)COc3ccccc3)CC2)cc1	2
Cc1nc2sc(C#N)c(N)c2c(C)c1CC(=O)c1ccccc1	4
Cc1ccccc1OCCOc1ccc(/C=c2\sc3nc4ccccc4n3c2=O)cc1	-6
O=C(Nc1cccc(F)c1)Nc1cccc(NC(=O)Nc2cccc(F)c2)c1	7
CC(=O)CC1C(C#N)=C(N(C)C)N(c2ccc([N+](=O)[O-])cc2)c2c1n(C)c1ccccc21 (stereo not drawn)	-5
CCOC(=O)C1=CN(c2ccc(C)c(C)c2)C=C(C(=O)OCC)C1c1ccc(OC)cc1	-12
COc1ccccc1CCNCc1ccccc1Cl	8
COC(=O)c1ccc(NC(=O)c2ccc(C(=O)Nc3ccc(C(=O)OC)cc3)cc2)cc1	-20
Cc1ccc(C(=O)Nn2c(O)c(C3=c4ccccc4=NC3=O)sc2=S)cc1	14
CN1CCN(C(=O)/C(=C/c2cccc([N+](=O)[O-])c2)NC(=O)c2cccs2)CC1	7
CC(=O)c1c(C)oc2c1C(=O)c1ccccc1C2=O	-8
COC(=O)C1=C(C)N(c2ccc(F)cc2)/C(=C/c2ccc(O)cc2)C1=O	9
O=[N+]([O-])c1ccc2c(c1)S(=O)(=O)NC2=NCCCN1CCOCC1	-8
Cc1ccc(C2CC(C(F)(F)F)n3nc(C(=O)N4CCN(c5ccc(F)cc5)CC4)c(Cl)c3N2)cc1 (stereo not drawn)	-6
Cc1cc(C)cc(NC(=O)C(=O)NCc2ccncc2)c1	-18
COc1ccc(N(CC(=O)O)S(=O)(=O)c2ccccc2)cc1	-6
Cc1ccccc1OCC(=O)N1CCN(c2ccc([N+](=O)[O-])cc2)CC1	-2
O=C(c1cccc(F)c1)N1CCN(c2ccc([N+](=O)[O-])cc2)CC1	-25
O=C(NCCc1ccccc1)c1cc2n(n1)C(C(F)(F)F)CC(c1cccs1)N2 (stereo not drawn)	-15
NC(=O)c1ccccc1NS(=O)(=O)Cc1ccccc1	2
CCc1c(C)nc2[nH]nc(-c3ccccc3)n2c1=O	-4
COc1ccc(-n2c(=S)[nH]c3sc4c(c3c2=O)CC(C)(C)SC4)cc1	26
Cc1cccc(C)c1OCCCSC#N	-16
O=[N+]([O-])c1ccc(-c2noc(COc3cccc4ccccc34)n2)cc1	-17
O=C1c2ccccc2NC(c2ccc(Cl)c(Cl)c2)N1Cc1ccco1 (stereo not drawn)	-25
CCOc1ccc(-c2cn3c4ccccc4n(CCN(CC)CC)c3n2)cc1	15
Cc1ccc(OCCNC(=O)CCc2ccccc2)cc1C	-3
COC(=O)C1=C(C(=O)OC)C2(OC1c1ccccc1C)C(=O)c1ccccc1C2=O (stereo not drawn)	-2
COc1cccc(/C=C2/SC(N)=NC2=O)c1O	-25
O=C(N/N=C/c1c(F)cccc1Cl)c1ccc(O)cc1O	-25
Cc1cccc(OCC(=O)NCc2cccnc2)c1	-6
CCOc1ccc(NC(=O)CN(c2ccccc2OC)S(=O)(=O)c2ccccc2)cc1	-26
O=[N+]([O-])c1ccc(OCCCCCN2CCOCC2)cc1	-14
Cn1c(=O)c2c([nH]c(=S)n2Cc2ccc(Cl)c(Cl)c2)n(C)c1=O	114*
Cc1cccc(N2C(=O)NC(=O)/C(=C/c3cccn3-c3ccc([N+](=O)[O-])cc3)C2=O)c1	-2
CCN1C(=O)c2cccc3c(NC(=O)c4ccc(Oc5ccccc5)cc4)ccc1c23	0
COc1ccc(NC(=O)C(=O)N/N=C/c2cc(OC)ccc2OC)cc1	-11
Cc1cc(OCC(=O)Nc2ccc(C(C)C)cc2)ccc1Cl	-6
Ic1ccc(Nc2nc3nonc3nc2N2CCOCC2)cc1	4

The list goes on:
SMILES	VHR inh color
Cc1ccc([N+](=O)[O-])cc1NC(=O)COc1ccc(Cl)cc1C	-12
Nc1ccc2nn(-c3ccc([N+](=O)[O-])cc3)nc2c1	-4
O=C(N/N=C/c1ccc(Br)cc1)C12CC3CCC(CC(C3)C1)C2	-21
O=C1NC(=Nc2ccc(Cl)cc2)SC1Cc1cccc([N+](=O)[O-])c1 (stereo not drawn)	-3
C=CCN1C(=O)/C(=C/c2ccc(N(C)C)cc2)C(=O)NC1=S	2
COc1ccc(/C=N/NC(=O)CCNc2n[nH]c(=O)[nH]c2=O)cc1	7
C#CCOC(=O)C(C=C=C)(C(F)(F)F)C(F)(F)F	-13
COc1ccccc1-c1nnc(N)s1	22
O=C(COC(=O)c1ccc(C#Cc2ccccc2)cc1)c1ccc([N+](=O)[O-])cc1	1
COc1ccc(-c2nc(NC(=O)c3ccco3)sc2-c2ccc(OC)cc2)cc1	-15
CC(C)=N/N=C1/NC(=O)C(CC(=O)Nc2cc(Cl)ccc2C)S1 (stereo not drawn)	6
CC(=O)COc1cc(C)cc2oc(=O)cc(-c3ccccc3)c12	-12
CC1=CC(=O)N(c2ccc([N+](=O)[O-])cc2)C1=O	8
CC(C)(C)c1csc(N/N=C/c2ccc(C#N)cc2)n1	14
Cc1ccc(OCc2nc(-c3cccnc3)no2)c(Br)c1	-16
COc1cccc(C2/C(=C(\O)c3ccc(Cl)cc3)C(=O)C(=O)N2CCCCCC(=O)O)c1 (stereo not drawn)	-15
CC(=O)c1ccc(NC(=O)CSc2nc(C)cc(=O)[nH]2)cc1	-54
O=C(c1ccc(-c2ccc(Cl)cc2)o1)N1CCOCC1	-18
O=C(Nc1ccc2oc(-c3ccncc3)nc2c1)c1ccncc1	-2
COc1cc(/C=C2\SC(NC(C)=O)=NC2=O)cc2sc(=O)oc12	9
CCSc1nnc2n(-c3ccc(C)cc3)c(=O)c3c4c(sc3n12)CCCC4	5
CC1CCC/C(=N\NC(=O)Nc2ccccc2)C1 (stereo not drawn)	-10
O=C(COc1ccc([N+](=O)[O-])cc1)Nc1ccc2nn(-c3ccccc3)nc2c1	8
CSc1ccccc1NC(=O)c1nn2c(c1Br)NC(c1cccs1)CC2C(F)(F)F (stereo not drawn)	2
COc1cc(/C=N/Nc2nc(Nc3ccccc3)nc(N3CCOCC3)n2)ccc1OCc1ccccc1	-13
O=C(O)C1CCCCC1C(=O)N1CCN(c2ccc(F)cc2)CC1 (stereo not drawn)	-28
COc1ccc(/C=C/C(=O)Nc2ccc([N+](=O)[O-])cc2OC)cc1	17
Cc1cccc(C)c1OCCCCCCc1c(C)n[nH]c1C	22
Cc1ccc(S(=O)(=O)NN2C(=O)/C(=C/c3cccc4ccccc34)SC2=S)cc1	-25
CCOc1cc(C=O)ccc1OCc1ccccc1F	2
CN1C(=O)C(=Cc2cc([N+](=O)[O-])cc(Br)c2O)C(=O)N(C)C1=O	-1
CC(N/C=C1/CC(=O)NC1=O)c1ccccc1 (stereo not drawn)	-8
N/C(=N\OC(=O)C12CC3CC(CC(C3)C1)C2)c1ccccn1	-18
NS(=O)(=O)c1ccc(CNS(=O)(=O)c2ccc([N+](=O)[O-])cc2)cc1	-10
CC1=NN(c2ccc([N+](=O)[O-])cc2)C(=O)/C1=C\N(C)C	7
CCc1nnc(NS(=O)(=O)c2ccc(NC(=S)NC(=O)/C=C/c3ccc(C(C)C)cc3)cc2)s1	-5
O=C(Nc1ccccc1C(=O)N1CCCCCC1)c1ccc(Cl)cc1	-2
CCOC(=O)c1c(NC(=O)/C=C/c2ccccc2)sc2c1CC(C)(C)OC2	13
Cc1cc(OCC(=O)C(C)(C)C)c2c3c(c(=O)oc2c1)CCC3	-2
O=C(COC(=O)c1cc2ccccc2o1)c1ccccc1	12

A different layout for some results above.
structure | VHR inh color
O=C(c1cccc(F)c1)N1CCN(c2ccc([N+](=O)[O-])cc2)CC1 | -25
O=C(NCCc1ccccc1)c1cc2n(n1)C(C(F)(F)F)CC(c1cccs1)N2 (stereo not drawn) | -15

Next part:
SMILES	VHR inh color
CCOC(=O)C(C)C(O)C(=O)OCC (stereo not drawn)	-2
COc1ccc(OC)c(NC(=O)c2cccc3c(Br)cccc23)c1	37
OC(COCc1ccc(Cl)cc1)CSc1nc2ccccc2s1 (stereo not drawn)	-2
Cc1cc(OCC(=O)Nc2cccc(S(N)(=O)=O)c2)ccc1Cl	2
COC(=O)c1ccc(N/C=C\C(=O)c2ccc3c(c2)OCO3)cc1	-6
Cc1ccc2c(Cl)c(C(=O)Nc3ccccn3)sc2c1	-4
CCCCOc1ccc(C(=O)NCCc2ccccc2)cc1	-7
CN1CCC(=NNC(=O)c2cc3ccccc3cc2O)CC1	94*
CCCS(=O)(=O)c1c(S(=O)(=O)CCC)c2c(N)cccn2c1C(=O)OC	-10
COc1ccc(N(CC(=O)Nc2ccc(Br)cc2)S(C)(=O)=O)cc1	-7
COc1cccc(/C=C2\SC(=O)N(CCC(=O)Nc3c(C)n(C)n(-c4ccccc4)c3=O)C2=O)c1	-26
COc1ccc(-n2sc3c(c2=S)-c2ccccc2NC3(C)C)cc1OC	-17
O=S(=O)(Nc1ccc(Cl)cc1)c1ccc2c(c1)OCCO2	-9
O=C(Nc1cccc(C(F)(F)F)c1)Nc1ccc(Cl)c(Cl)c1	-12
CCOC(=O)C(=CC1=C/C(=C/N(C)C)C(=O)O1)C(=O)OCC	-9
O=C(Nc1ncc([N+](=O)[O-])s1)c1ccc2c(c1)C(=O)N(CC1CCCO1)C2=O (stereo not drawn)	-1
O=C(O)/C=C\C(=O)N(c1ccccc1)c1ccc2ccccc2c1	-16
CC(C)c1ccc(/C=C2\SC(=S)N(Cc3ccccc3)C2=O)cc1	2
CCC(C(=O)Nc1ccc(F)cc1F)c1ccccc1 (stereo not drawn)	-1
O=C1/C(=C/c2ccc(Br)o2)Sc2ccccc21	-9
Cc1ccc(S(=O)(=O)Nc2ccccc2I)cc1[N+](=O)[O-]	-15
CN1CCN(Cn2c(O)c(N=NC(=O)c3ccccc3Cl)c3ccccc32)CC1	-9
CC1CN(C(=O)c2cccs2)CC(C)O1 (stereo not drawn)	-8
O=C(CN1CCCCC1)Nc1c(-c2ccccc2)c2cc(Br)ccc2[nH]c1=O	4
O=C1CCCCCC1CN1CCCCC1 (stereo not drawn)	-15
CCN(CC)CCSc1nc(O)c(C(C)C)c(=O)n1-c1ccccc1	16
CCCCSc1nnc2c(n1)OC1(Nc3ccccc3-2)C(=O)Nc2ccc(Br)cc21 (stereo not drawn)	-6
Cc1ccc(S(=O)(=O)Nc2c(C)n(C)n(-c3ccccc3)c2=O)cc1[N+](=O)[O-]	0
O=C(N=Nc1c(O)n(CN2CCCC2)c2ccc(Br)cc12)c1ccncc1	51
O=C(Nc1cccc(-c2cn3ccccc3n2)c1)c1ccc(Br)cc1	-6
COc1cc(/C=C2\NC(=S)NC2=O)ccc1OCc1c(C)no[n+]1[O-]	3
O=C1N=c2ccccc2=C1c1sc(=S)n(-c2ccc(F)cc2)c1O	-4
CC(=O)Oc1ccc(/C=N/NS(=O)(=O)c2ccccc2)cc1	4
CC1(C)CC(=O)C=C(NCc2cccnc2)C1	-2
CCOc1ccccc1C(=O)Nc1c(Cl)cccc1Cl	-11

Of the compounds above, these contain fluorine:
SMILES	VHR inh color
CC(COc1ccccc1)NC(=O)c1nn2c(C(F)(F)F)cc(-c3ccccc3)nc2c1Br (stereo not drawn)	-20
O=C(NCc1ccccc1)C1CC(=O)N(c2ccc(F)cc2)C1 (stereo not drawn)	-14
O=C(NC(=S)Nc1cccc(SC(F)(F)C(F)(F)C(F)(F)F)c1)c1cccs1	-14
COc1ccc(Cl)cc1NC(=O)c1cccc(F)c1	0
O=C(Nc1cccc(F)c1)Nc1cccc(NC(=O)Nc2cccc(F)c2)c1	7
COC(=O)C1=C(C)N(c2ccc(F)cc2)/C(=C/c2ccc(O)cc2)C1=O	9
Cc1ccc(C2CC(C(F)(F)F)n3nc(C(=O)N4CCN(c5ccc(F)cc5)CC4)c(Cl)c3N2)cc1 (stereo not drawn)	-6
O=C(c1cccc(F)c1)N1CCN(c2ccc([N+](=O)[O-])cc2)CC1	-25
O=C(NCCc1ccccc1)c1cc2n(n1)C(C(F)(F)F)CC(c1cccs1)N2 (stereo not drawn)	-15
O=C(N/N=C/c1c(F)cccc1Cl)c1ccc(O)cc1O	-25
C#CCOC(=O)C(C=C=C)(C(F)(F)F)C(F)(F)F	-13
CSc1ccccc1NC(=O)c1nn2c(c1Br)NC(c1cccs1)CC2C(F)(F)F (stereo not drawn)	2
O=C(O)C1CCCCC1C(=O)N1CCN(c2ccc(F)cc2)CC1 (stereo not drawn)	-28
CCOc1cc(C=O)ccc1OCc1ccccc1F	2
O=C(Nc1cccc(C(F)(F)F)c1)Nc1ccc(Cl)c(Cl)c1	-12
CCC(C(=O)Nc1ccc(F)cc1F)c1ccccc1 (stereo not drawn)	-1
O=C1N=c2ccccc2=C1c1sc(=S)n(-c2ccc(F)cc2)c1O	-4

An excerpt. The share of hits here may be higher or lower than overall.
